XBP1 UPR activ: activators of adaptive XBP1 UPR arm, primary screen, cell-based, CHO-XBP1 luciferase reporter, luminescence, uHTS. IRE1-XBP1 UPR activation; percent of tunicamycin response, DMSO as zero. activation, % at 20 µM. actives 0.33% (n = 330,000);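 active = versus positive control, 20 µM dose yields 30% or more activation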;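 also: 100% = tunicamycin at 10 µg/mL and 0% = DMSO only wells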
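Material: CHO cell line with stable XBP1 luciferase reporter; schedule: 16-18 h cell attachment at 37 °C, then 6 h compound exposure; signal: glow luminescence from Steady-Glo reagent; medium: serum-containing F12 medium, 10% FBS; benchmarks: tunicamycin 10 µg/mL and vehicle-only wells; read-out: percent activation relative to tunicamycin reference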
CHOP UPR activ: activators of apoptotic CHOP UPR arm, primary screen, cell-based, CHO-CHOP luciferase reporter, luminescence, uHTS. UPR activation; percent of tunicamycin response over DMSO baseline. activation, % at 10 µM. actives 0.34% (n = 330,000);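 active = at 10 µM dose, activation of 40% or more, normalized to positive control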;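 also: 100% = tunicamycin at 10 µg/mL and 0% = DMSO alone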
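System: CHO-CHOP luciferase reporter cell line | Buffer or medium: F12 medium containing 10% fetal bovine serum | Doses: One dose, 10 µM in 0.5% DMSO | Times: 6 h compound exposure at 37 °C after overnight seeding | Signal: Luciferase luminescence | Read-out: % activation vs tunicamycin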
Mdm2 MdmX PPI: inhibitors of human Mdm2-MdmX association, primary screen, cell-based, luminescence, split luciferase, SaOS-2, uHTS; SaOS-2 split-luciferase Mdm2/MdmX complementation; inhibition, % at 8 µM; actives 3% (n = 330,000); AID 485346, 2010;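 active = inhibition of at least 50% at 8 µM in the primary screen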
Target sequence (O15151 whole entry, looked up): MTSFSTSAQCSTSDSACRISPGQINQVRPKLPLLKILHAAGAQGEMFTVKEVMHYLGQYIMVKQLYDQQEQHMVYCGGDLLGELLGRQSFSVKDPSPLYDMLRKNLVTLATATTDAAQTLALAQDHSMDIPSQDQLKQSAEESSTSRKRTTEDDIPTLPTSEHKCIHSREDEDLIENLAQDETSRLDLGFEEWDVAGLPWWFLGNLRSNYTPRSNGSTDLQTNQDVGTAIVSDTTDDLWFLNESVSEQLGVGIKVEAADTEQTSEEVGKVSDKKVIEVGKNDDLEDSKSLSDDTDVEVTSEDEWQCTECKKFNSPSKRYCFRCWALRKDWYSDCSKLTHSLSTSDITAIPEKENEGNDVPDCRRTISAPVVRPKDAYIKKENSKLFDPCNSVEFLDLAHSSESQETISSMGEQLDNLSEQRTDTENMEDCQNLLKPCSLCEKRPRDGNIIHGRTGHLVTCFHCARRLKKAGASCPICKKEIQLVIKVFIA
Target sequence (Q00987 whole entry, looked up): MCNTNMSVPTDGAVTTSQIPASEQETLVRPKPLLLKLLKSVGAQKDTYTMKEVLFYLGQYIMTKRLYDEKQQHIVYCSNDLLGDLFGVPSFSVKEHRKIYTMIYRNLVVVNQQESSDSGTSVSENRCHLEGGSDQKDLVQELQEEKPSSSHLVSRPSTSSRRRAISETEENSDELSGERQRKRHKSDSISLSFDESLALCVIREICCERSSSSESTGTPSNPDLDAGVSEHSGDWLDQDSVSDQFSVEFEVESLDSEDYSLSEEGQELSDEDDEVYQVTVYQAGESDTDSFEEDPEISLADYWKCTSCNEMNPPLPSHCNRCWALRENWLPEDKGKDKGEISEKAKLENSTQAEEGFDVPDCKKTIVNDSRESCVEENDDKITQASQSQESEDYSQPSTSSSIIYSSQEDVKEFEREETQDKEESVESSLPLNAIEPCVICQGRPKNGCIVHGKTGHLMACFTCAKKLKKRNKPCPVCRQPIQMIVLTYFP
CXCR6 inh: CXCR6 receptor inhibitors, primary screen, cell-based, beta-arrestin, luminescence, CHO-K1 PathHunter, 1536-well; inhibition, % at 20 µM; AID 602244, 2012; actives 0.36% (n = 360,000); C-X-C chemokine receptor type 6 (Homo sapiens), O00574; in the data active = inhibition above about 34%, passing the limit was not always enough;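 also: antagonist mode with CXCL16 agonist at 10 nM final; 0% = 10 nM CXCL16 with DMSO and 100% = unstimulated wells without agonist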
tim10-1 inh: growth inhibitors of tim10-1 mutant yeast, primary screen, luminescence, uHTS; S. cerevisiae tim10-1 ts strain growth, BacTiter-Glo, 24 h; inhibition, % at 20 µM; actives 2.2% (n = 330,000);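 active = inhibition of at least 40%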;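 also: mutant grown at 25 °C; 0% = DMSO wells with yeast and 100% = wells holding no yeast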
APJ agonist: agonists of human apelin receptor APJ, primary screen, CHO-K1 cells, PathHunter beta-arrestin, luminescence; AID 2520, 2010; actives 0.11% (n = 330,000); activation, % at 20 µM; P35414; 0% DMSO wells, 100% apelin;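 active = activation more than six SD over the plate average, tested at 20 µM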;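 also: 0% = DMSO alone and 100% = apelin-13 at 10 nM; some results filed as inactive read as strong as hits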
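system = engineered CHO-K1 APJ arrestin reporter cells | input = 1000 cells per well | timing = overnight seeding, 90 min compound at 25 °C, 1 h detection | measured by = enzyme-fragment complementation luminescence | read-out = beta-arrestin recruitment to APJ as agonist activity, luminescent signal | control set = negative DMSO alone, positive Apelin-13 at 10 nM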
tim23-1 inh: growth inhibitors of tim23-1 mutant yeast, primary screen, luminescence, uHTS; S. cerevisiae tim23-1 growth, BacTiter-Glo luminescence, 24 h; inhibition, % at 20 µM; actives 1.3% (n = 330,000);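 active = growth inhibition of the mutant yeast at or above 50%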;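 also: temperature-sensitive mutant grown at 25 °C; plate controls were DMSO-treated mutant yeast for no effect and medium wells lacking yeast for full effect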
TIM10 inh: growth inhibitors of isogenic TIM10 control yeast, primary screen, counter-screen for tim10-1 yeast inhibitor project, luminescence, uHTS; actives 1.4% (n = 330,000); S. cerevisiae TIM10 strain growth, BacTiter-Glo luminescence, 24 h; inhibition, % at 10 µM;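 active = inhibition of 40% or more at the single tested concentration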;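 also: wild-type TIM10 isogenic control strain grown at permissive 25 °C; 0% = DMSO yeast wells and 100% = minimal medium wells without yeast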
APJ antagonist: antagonists of human apelin receptor APJ, primary screen, CHO-K1 cells, beta-arrestin complementation, luminescence. P35414. inhibition, % at 20 µM. actives 0.32% (n = 330,000). AID 2521, 2010;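 active = inhibition above about 40% at 20 µM, limit read from the data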;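 also: cells challenged with 10 nM apelin-13 agonist together with compound; plate controls were apelin-13 plus DMSO wells for no effect and DMSO wells lacking apelin-13 for full effect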
An asterisk follows results filed as active; . = not tested or not shown.

SMILES | XBP1 UPR activ | CHOP UPR activ | Mdm2 MdmX PPI | CXCR6 inh | tim10-1 inh | APJ agonist | tim23-1 inh | TIM10 inh | APJ antagonist
CC(=O)c1sc(NC(=O)c2ccco2)nc1-c1ccccc1 | 4 | 3.4 | -42 | 10 | 37 | -4 | 24 | 27 | 21
O=S(=O)(/N=C(/Nc1ccc(Cl)c(S(=O)(=O)N2CCOCC2)c1)c1ccc(F)cc1)c1ccccc1 | -5 | 0.1 | 16 | -10 | 9 | 0 | 5 | 7 | -19
Cc1ccc(N=c2c([N+](=O)[O-])nn(-c3ccc4c(c3)OCCO4)n2O)c(Cl)c1 | -6 | -8.8 | 40 | . | 15 | 8 | 6 | 2 | -36
CC1=NN(c2ccccc2)C(=O)/C1=C/c1ccc(-c2ccc(C)c(C(=O)O)c2)o1 | -2 | -0.8 | 12 | . | 48* | 2 | 66* | 34 | 18
O=C(c1ccccn1)N1CCN(S(=O)(=O)c2ccc3ccccc3c2)CC1 | -1 | -1.3 | 25 | -5 | 12 | 0 | 21 | 9 | 4
CC(OC(=O)/C=C/c1ccc2ccccc2n1)C(=O)Nc1ccc(S(N)(=O)=O)cc1 (stereo not given) | -3 | -0.8 | 72* | -4 | -4 | 5 | -1 | -23 | -10
CSc1nnc(-c2sc(-c3ccccc3)nc2C)n1C | -2 | 1.4 | -8 | -2 | 10 | -1 | 11 | -1 | 15
CCOc1ccc(Cc2c(Cl)nc(N)nc2Cl)cc1 | 1 | -0.2 | -22 | -5 | 6 | 6 | 13 | 7 | 4
NC(=O)Nc1ccc(C(=O)OCC(=O)Nc2ccc([N+](=O)[O-])cc2C(F)(F)F)cc1 | 0 | 0.8 | -16 | -25 | -2 | -2 | 8 | 8 | -16
CCOc1cccc2c1OC(c1cc(OC)c(OC)c(OC)c1)N1N=C(c3ccc(C)o3)CC21 (stereo not given) | 4 | 5.0 | 3 | 9 | 33 | -1 | 18 | 27 | 14
O=C(NCCc1ccccc1)c1ccccc1SCC(=O)N1CCCC1 | 1 | 1.6 | -17 | -1 | -45 | -5 | -53 | -19 | 10
O=C(OCCCc1cc2ccccc2c(=O)o1)c1ccc(C(F)(F)F)cc1 | 0 | 3.0 | -18 | 6 | 14 | 0 | 33 | 7 | 17
CC(C)Sc1nc(SCC(=O)NCc2ccco2)c2c3c(sc2n1)COC(C)(C)C3 | -2 | 2.7 | 10 | 21 | -14 | -3 | 3 | -6 | 7
N#C/C(=C\C=C\c1ccccc1[N+](=O)[O-])c1nc(-c2ccc3c(c2)OCO3)cs1 | -3 | 0.3 | 63* | 6 | -5 | 1 | 0 | 3 | -5
Cc1ccc(SCCN2CCN(C)CCC2=O)cc1 | 0 | -1.5 | -13 | -2 | -3 | 0 | -6 | -8 | 11
CC(Oc1ccc(Cl)cc1Cl)C(=O)NNC(=O)C(=O)N1CCCCC1 (stereo not given) | -1 | 1.4 | -4 | -4 | 22 | 4 | 15 | 9 | -6
Cc1ccc2nc(SCC(=O)c3ccc(O)cc3O)[nH]c2c1 | 2 | 5.3 | -89 | -3 | -40 | -4 | -79 | -87 | 10
CCOc1ccc(OCc2ccc(C(=O)N3CCCCC3)o2)cc1 | -7 | 1.0 | 1 | 11 | -7 | -2 | 13 | -1 | 0
CCn1ncc(/C=N\NC(=O)COc2cc(C)cc(C)c2)c1C | -4 | 1.1 | 20 | 0 | -5 | -4 | -2 | -11 | 6
COc1ccc(OC)c(NC(=O)CN2c3cccc4cccc(c34)S2(=O)=O)c1 | -1 | -1.3 | 9 | -1 | -2 | 5 | 30 | 2 | -23
CCOc1ccccc1C1C(C(N)=O)=C(C)Nc2nc(-c3ccc(OC)cc3)nn21 (stereo not given) | -2 | 1.8 | 14 | 7 | -6 | 2 | 21 | -8 | -1
CC(OC(=O)Cc1c[nH]c2ccccc12)C(=O)Nc1ccc(S(N)(=O)=O)cc1 (stereo not given) | -1 | -0.2 | 7 | -5 | -1 | -1 | 10 | -10 | -2
COc1cc(C(=O)N(CCN(C)C)CC2CCCN(Cc3ccccc3F)C2)ccc1C (stereo not given) | -3 | 1.9 | 31 | 4 | 13 | -2 | 2 | -5 | 11
CCOC(=O)N1CCN(C(=O)CSc2nnc(-c3ccccc3OC)o2)CC1 | -3 | -1.3 | 14 | -7 | 17 | -1 | 10 | -5 | 2
Cc1cc(C(=O)NC2CCC(C)CC2)c(C)o1 (stereo not given) | 1 | 3.1 | -73 | -24 | 0 | 3 | 22 | 12 | 19
O=C(CN1C(=O)COc2ccccc21)N1CCN(c2ccccc2F)CC1 | 0 | -0.6 | 0 | -4 | 17 | -3 | 19 | 17 | -9
COc1cccc(C(=O)Nc2cccc(C(=O)NC3=NN(c4c(Cl)cc(Cl)cc4Cl)C(=O)C3)c2)c1 | 0 | -1.4 | 23 | 4 | 4 | 0 | -11 | 1 | 0
N#Cc1cc2c(ccc3ccccc32)oc1=O | 0 | -1.1 | 12 | -11 | 9 | -3 | -17 | 4 | 0
COc1ccc(CCNC(=O)CC2(CC3=NS(=O)(=O)c4ccccc4N3)CCCC2)cc1OC | 6 | 0.2 | 9 | 0 | 3 | 5 | -11 | -2 | 6
CCn1c(N)c(C(=O)NC)sc1=S | -2 | 3.9 | -2 | 11 | 1 | 6 | 35 | 7 | 19
O=C(N/N=C/c1ccncc1)c1cc(C2CC2)nc2ccccc12 | 0 | 1.0 | 8 | 4 | 10 | 1 | 11 | 6 | 9
COC(=O)CC1C(=O)NCCN1C(=O)CSc1nnc(Nc2ccc(C)cc2)s1 (stereo not given) | -1 | -3.5 | 0 | 4 | 9 | 5 | 3 | -6 | 7
Cc1nnc(SCC(=O)NC2CCS(=O)(=O)C2)n1Cc1ccccc1 (stereo not given) | 0 | -0.5 | 5 | -1 | 4 | -2 | 4 | 17 | 13
CCCN(CC(=O)Nc1ccc(F)c(F)c1F)C(=O)C1CC(=O)N(Cc2ccccc2)C1 (stereo not given) | -3 | -0.2 | -9 | -2 | -2 | 7 | -4 | 6 | 14
NNC(=O)c1nn(-c2ccc(Cl)cc2)ccc1=O | 2 | -0.7 | -20 | 7 | 11 | 0 | 3 | 5 | 6
COC(=O)c1cc(N2C(=O)C3C(C2=O)C2(C)C=CC3(C)O2)ccc1Cl (stereo not given) | -3 | -0.7 | 5 | . | 53* | -4 | 18 | 83* | 18

Next part, starting with the last 6 of the part before.
SMILES | XBP1 UPR activ | CHOP UPR activ | Mdm2 MdmX PPI | CXCR6 inh | tim10-1 inh | APJ agonist | tim23-1 inh | TIM10 inh | APJ antagonist
O=C(N/N=C/c1ccncc1)c1cc(C2CC2)nc2ccccc12 | 0 | 1.0 | 8 | 4 | 10 | 1 | 11 | 6 | 9
COC(=O)CC1C(=O)NCCN1C(=O)CSc1nnc(Nc2ccc(C)cc2)s1 (stereo not given) | -1 | -3.5 | 0 | 4 | 9 | 5 | 3 | -6 | 7
Cc1nnc(SCC(=O)NC2CCS(=O)(=O)C2)n1Cc1ccccc1 (stereo not given) | 0 | -0.5 | 5 | -1 | 4 | -2 | 4 | 17 | 13
CCCN(CC(=O)Nc1ccc(F)c(F)c1F)C(=O)C1CC(=O)N(Cc2ccccc2)C1 (stereo not given) | -3 | -0.2 | -9 | -2 | -2 | 7 | -4 | 6 | 14
NNC(=O)c1nn(-c2ccc(Cl)cc2)ccc1=O | 2 | -0.7 | -20 | 7 | 11 | 0 | 3 | 5 | 6
COC(=O)c1cc(N2C(=O)C3C(C2=O)C2(C)C=CC3(C)O2)ccc1Cl (stereo not given) | -3 | -0.7 | 5 | . | 53* | -4 | 18 | 83* | 18
CCN(CCn1cccn1)C(=O)c1cc(COc2ccccc2SC)on1 | 0 | 4.8 | -105 | 2 | 2 | -4 | 22 | -9 | 10
COc1cc(OCC(=O)NC(C)C)cc2c1C(=O)O[C@@H](C)CCCC(=O)CCCCC2 | -1 | 2.1 | -15 | -14 | 10 | -3 | 24 | 15 | -1
Cc1cc(C)n2cc(CSc3ncn[nH]3)nc2n1 | 1 | -1.5 | -11 | 0 | 12 | -1 | 16 | -8 | 1
CSCCC(NS(=O)(=O)c1ccc2ccccc2c1)C(=O)O (stereo not given) | -1 | 0.6 | -9 | 2 | 3 | -2 | 4 | 16 | 8
CC(NC(=O)c1ccc(CS(C)(=O)=O)cc1)c1ccc(-c2ccccc2)cc1 (stereo not given) | -1 | 2.4 | 52* | 4 | 10 | -2 | -3 | 7 | 1
COc1ccc(-c2noc(CN3CCN(c4ccccc4F)CC3)n2)cc1OC | -4 | -2.0 | 2 | -9 | 18 | -3 | 17 | 7 | -2
O=C(CCc1nc(-c2ccccc2F)no1)NCCN1CCN(Cc2ccccc2)CC1 | 3 | -2.5 | 12 | 0 | 12 | -1 | 11 | -7 | 6
CSc1nc2ccc(NC(=O)C3CCCO3)cc2s1 (stereo not given) | 1 | 2.3 | -68 | -8 | 8 | 5 | 6 | 6 | 9
Clc1nc(NCCN2CCOCC2)nc(NCc2ccccc2)n1 | 1 | 1.7 | 23 | 6 | 9 | -1 | -7 | 8 | 12
Cc1noc(C)c1COc1ccc(C(=O)OCC(=O)Nc2ccc3c(c2)OCO3)cc1 | -6 | -3.1 | 7 | 3 | -1 | -1 | 11 | 13 | 7
Nc1c(C(=O)NCCN2CCOCC2)c2nc3ccccc3nc2n1-c1ccccc1 | -1 | -1.5 | 2 | 4 | 16 | -2 | 2 | 7 | 15
Cc1noc(C)c1C(=O)OCC(=O)NC1CC1 | 0 | -0.4 | -6 | 5 | 12 | -2 | 16 | -4 | 10
COc1ccc(CC(=O)NCc2nnc(SCC(=O)Nc3cccc(F)c3)n2C)cc1 | 1 | 2.2 | 8 | -2 | 5 | -1 | 1 | 3 | 0
NNC(=O)CN1C(c2ccccc2)=Nc2ccc(Br)cc2C1c1ccccc1 (stereo not given) | -4 | 1.3 | 8 | -13 | 16 | -3 | 20 | 8 | -4
O=C(CS(=O)(=O)c1ccccc1)Nc1ccc(Cl)cn1 | -4 | 2.8 | -5 | -11 | -1 | 1 | -6 | 4 | 7
COc1ccc(NC(=O)Nc2ccc(N(C)C)cc2)cc1 | 0 | 2.5 | -95 | -2 | -16 | 3 | 3 | -2 | -2

A portion of the library; the hit share may differ from the screen's.
